Growth percent in the NCI-60 one-dose screen (48 h, 10 µM unless noted): 100 = growth as untreated, 0 = no growth, -100 = all killed.
HCT-116 – HCT-116 colon cancer; AID 1794798; actives 7.3% (n = 82,000)
NCI-H322M – NCI-H322M lung cancer; actives 2.7% (n = 80,000); AID 1794733
COLO 205 – COLO 205 colon cancer. actives 7.3% (n = 79,000)
NCI-H23 – NCI-H23 lung cancer; actives 4% (n = 80,000)
NCI-H226 – NCI-H226 lung cancer | actives 3.5% (n = 79,000)
NCI/ADR-RES – NCI/ADR-RES ovarian cells | actives 4.4% (n = 81,000)
HCT-15 – HCT-15 colon cancer; actives 5.2% (n = 82,000)
NCI-H460 – NCI-H460 lung cancer; actives 6.8% (n = 82,000)
NCI-H522 – NCI-H522 lung cancer | AID 1794739 | actives 8% (n = 78,000)
Numbers without * were called inactive; . = not tested or not shown; & = joins results of further samples; ! = not active in a repeat. The calls were made as follows: active = growth percent below 10; inactive = the rest.

SMILES	HCT-116	NCI-H322M	COLO 205	NCI-H23	NCI-H226	NCI/ADR-RES	HCT-15	NCI-H460	NCI-H522
O=[N+]([O-])c1ccc(N/N=C/CCc2ccccc2)nc1	93	124	120	98	96	98	100	123	129
CC1(C)CC[C@]2(C(=O)O)CC[C@]3(C)C(=CC[C@@H]4[C@@]5(C)CC[C@H](O)C(C)(C)[C@@H]5CC[C@]43C)C2C1 (stereo not given in full)	30	74	53	55	28	55	43	71	33
O=CNc1ccc(S(=O)(=O)c2ccc([N+](=O)[O-])cc2)cc1	79	103	96	96	101	96	103	95	67
Cc1cccc2c1CCCC2=O	103	94	112	105	95	113	108	116	86
COc1cc(OC)c2c(c1)O[C@@]1(OC)[C@H](c3ccccc3)CC(=O)[C@@]21O	103	108	117	99	103	100	104	111	93
O=C1NC(=O)C(Cc2ccc(OCc3ccc(-c4ccc(Br)cc4)cc3)cc2)S1 (stereo not given)	70	93	111	65	70	71	77	83	54
Nc1nn2c(-c3cc4cc(Br)ccc4oc3=O)ccnc2c1N=Nc1ccc(Cl)cc1	72	97	126	67	75	86	94	100	93
Nc1nonc1-c1nc2ccccc2[nH]1	106	103	109	106	90	111	104	104	90
c1ccc(-c2nc(N3CCN(C(c4ccccc4)c4ccccc4)CC3)c3ccccc3n2)cc1	95	106	113	105	90	106	99	102	92
N/N=C(\c1ccccc1)c1ccc(Cl)cc1	109	.	116	.	108	117	96	103	105
COc1ccc(C(Nc2ccccc2)C(=O)c2ccccc2)cc1 (stereo not given)	73	83	102	80	78	70	87	88	73
O=C(Nc1ccc(-n2ccc3c(NC(=O)c4ccccc4)ncnc32)cc1)Nc1ccc(Cl)c(C(F)(F)F)c1	-78*	36	17	-28*	8.8*	16	-53*	-62*	-59*
O=S(=O)(c1ccccc1)n1c(Cl)cc2c1-c1oncc1CC2	100	110	110	97	101	97	100	105	90
CCCC[P+](CCCC)(CCCC)Cc1ccccc1	58&66	85&91	71&83	85&96	104&97	111&100	109&98	98&98	63&65
CCN1Cc2nc3sc(C)c(C)c3c(=O)n2C=C1C	-25*	69	111	47	78	31	50	115	38
Clc1ccc(-c2ccccc2)nn1	96	98	115	96	109	106	100	113	96
CCOC(=O)C(=O)N(CCC(=O)O)c1ccccc1	107	104	112	102	98	104	103	101	96
O=C1/C(=C/c2ccccc2)CCc2nc3ccccc3c(/C=C/c3ccccc3)c21	93	107	124	102	.	112	90	102	76
O=C(CN1N=C(c2ccccc2)CCC1=O)Nc1nc2ccccc2s1	95	93	97	88	95	107	77	100	89
COc1ccccc1S(=O)(=O)Nc1ccc2c(c1)CN(C)C(=O)N2	50	43	38	57	63	69	41	56	26
CCOC(=O)CCC(=O)/C=C\c1ccc2c(c1)OCO2	93	95	119	97	.	95	99	105	101
N#Cc1ccccc1-c1ccc(Cn2c(-c3cscn3)nc3c(Cl)cccc32)cc1	51	92	107	71	66	73	78	83	45
COc1cc(-c2nn(-c3ccc(Br)cc3)cc2CO)ccc1O	93	94	119	95	105	99	87	101	72
Cc1ccc(CNn2c(COc3ccccc3)nc3ccccc3c2=O)cc1	92	101	113	94	71	88	84	94	80
CC(O)c1ccc(C(C)(C)C)cc1 (stereo not given)	106	112	93	105	105	107	106	119	109
Additional compounds follow:
SMILES	HCT-116	NCI-H322M	COLO 205	NCI-H23	NCI-H226	NCI/ADR-RES	HCT-15	NCI-H460	NCI-H522
COc1cccc(-c2c(C#N)c(-c3ccccc3)nc3c2c(-c2ccccc2)nn3-c2ccccc2)c1	72	93	94	91	96	100	88	92	86
O=c1cc(Br)c(O)c(Br)cc1Br	100	.	109	108	119	97	101	107	.
CS(=O)(=O)Nc1ccc(-c2nc(-c3cccc(OCCN4CCOCC4)c3)c(-c3ccnc(Br)c3)[nH]2)cc1	92	91	107	89	91	102	92	101	78
CC1=C(C)C(=O)OC([C@](C)(O)[C@]2(O)CC[C@@]3(O)[C@@H]4C[C@H]5O[C@]56CC=CC(=O)[C@]6(C)[C@H]4CC[C@]23COC(=O)c2ccc(C)o2)C1 (stereo not given in full)	-44*	-63*	-72*	-45*	-21*	15	-86*	-57*	-69*
O=C(Nc1ccc(Cc2ccc(NC(=O)Nc3nc4ccccc4s3)cc2)cc1)Nc1nc2ccccc2s1	57	79	57	65	69	57	53	46	26
COc1ccc2cc(/C=C3\SC(=O)NC3=O)c(Cl)nc2c1	23	98	103	90	90	92	71	107	80
CC(C)=CCC[C@H](C)c1ccc(C)c(CO)c1O	91	109	125	93	111	97	109	108	87
COc1ccc(C(=O)c2cc3c(N)c(C(=O)Nc4cccc(Br)c4C)sc3nc2C)cc1	6.8*	53	-40*	27	46	0.8*	14	5.9*	-27*
CC(=O)N(CC(O)CN(C(C)=O)c1c(I)c(C(=O)NCC(O)CO)c(I)c(C(=O)NCC(O)CO)c1I)c1c(I)c(C(=O)NCC(O)CO)c(I)c(C(=O)NCC(O)CO)c1I (stereo not given)	101	87	114	100	92	105	103	108	99
COc1ccc(-n2nc(C(=O)Nc3ccc(C(=O)O)cc3)nc2-c2cc(OC)c(OC)c(OC)c2)cc1	100	98	105	99	91	103	102	104	.
Nc1c(Cl)cc(N=Nc2ccccc2)cc1Cl	67	87	97	88	55	100	93	65	97
CC(=O)c1ccc(Nc2nc(NCCO)nc(NCCO)n2)cc1	90	102	98	96	97	98	100	105	.
Cc1nc(-c2cccs2)ccc1NC(=O)Nc1ccc(F)cc1	78	105	118	84	95	97	74	102	62
O=C1CC(c2cccc(F)c2)c2c(n[nH]c2-c2ccc(Cl)cc2)N1 (stereo not given)	74	82	104	80	81	94	93	106	61
O=P(O)(O)c1ncc(-c2ccc(C(F)(F)F)cc2)c(NC2CCCCCC2)n1	82	91	92	95	97	105	98	89	77
O=S(=O)(CC(O)(c1ccccc1)c1ccccc1)CC(O)(c1ccccc1)c1ccccc1	78	59	90	88	84	86	96	78	108
CCN1C(=S)NN(C(SC)(SC)C(C#N)C#N)C(SC)C(C#N)=C1N (stereo not given)	96	92	111	92	98	98	100	105	94
COC(=O)/C(=N\Nc1nnc(C)n1N)C(C#N)c1ccc(Cl)cc1 (stereo not given)	95	101	102	92	95	107	106	103	77
N#Cc1cc(-c2nc3ccccc3s2)c(=O)n(NS(=O)(=O)c2ccccc2)c1N	109	108	122	102	86	105	108	106	94
COc1ccc(C2Cc3c(nn(-c4ccc(C)cc4)c(=O)c3C#N)C(O)=C2[N+](=O)[O-])cc1 (stereo not given)	88	86	98	91	96	100	92	103	90
CCOC(=O)Nc1nc2ccccc2[nH]1	23&106	72&107	38&119	57&102	72&104	3.5*!	18&102	22&106	47&96
CC(=O)n1nc(-c2ccc(N)cc2)cc1-c1ccccn1	101	110	109	101	107	104	104	109	110
COc1ccc(C(=S)N2CCN(c3ccc(Cl)cc3)CC2)cc1	96	89	103	101	96	98	116	105	76
CCOC(=O)c1sc(NC(=O)COc2cccc(/C=C3\CCc4cc(OC)ccc4C3=O)c2)nc1C	47	100	135	90	85	48	57	81	44
O=C(O)[C@@H]1CCCC[C@H]1Cl	104	116	110	105	108	109	95	109	105
Going on with the list.
SMILES	HCT-116	NCI-H322M	COLO 205	NCI-H23	NCI-H226	NCI/ADR-RES	HCT-15	NCI-H460	NCI-H522
Cc1ccc(C(C)C)c(O)c1NC(=O)OC(C)C	92	.	100	96	99	98	92	102	85
O=C(O)C(O)c1ccc(Br)cc1 (stereo not given)	103	95	109	105	117	109	108	110	79
CCCCN=C1OCc2[nH][nH]c(=O)c21	93	101	.	103	96	107	114	104	83
O/N=C(/CSc1n[nH]c(-c2ccncc2)n1)c1ccccc1	97	102	118	105	99	104	102	111	90
O=C1CCCc2cc3c(ccc4ccccc43)cc21	85	91	109	87	81	95	91	107	.
CN(CC#N)C(=O)C(=O)c1c[nH]c2ccccc12	98	111	116	104	106	107	109	111	110
Nc1nccc(NCCSCc2ccccc2)n1	100	108	92	97	95	104	95	102	.
CC[C@H](C)[C@@H]1NC(=O)[C@H]([C@@H](C)O)NC(=O)C(Cc2ccccc2)NC(=O)[C@@H]2CCCN2C(=O)C(C(C)C)NC(=O)C(Cc2ccccc2)NC(=O)CNC(=O)[C@@H]2CCCN2C1=O (stereo not given in full)	19	85	80	83	66	64	77	56	56
COc1ccc(-c2c3c(nn2-c2ccc(N)cc2)CCc2cnoc2-3)cc1OC	84	103	.	93	96	78	86	101	70
CCN(CC)c1ccc(-c2cc(-c3cc(OC)c(OC)c(OC)c3)nc(N3CCOCC3)c2C#N)cc1	10	53	5.6*	56	8.1*	28	11	-1.4*	-16*
CC1(C)CC(=O)C2=C(C1)Nc1cc3c(cc1C2c1ccc(F)cc1)OCO3 (stereo not given)	97	95	117	96	.	91	94	103	81
CCOC(=O)C1=C2N=C(C)C=C(c3ccccc3)N2NC(=O)N1	105	106	115	111	104	111	104	113	100
N#CC(NS(=O)(=O)c1ccc(Cl)cc1)=C(Cl)Cl	106	93	105	109	96	107	103	103	92
COc1ccc2nc(-c3ccc(OC)c(OC)c3)cc(-c3nnc(SCC(=O)c4ccccc4)o3)c2c1	82	108	103	94	92	91	92	101	79
COc1cc(-c2nn(C(=O)NS(=O)(=O)c3ccc(C)cc3)cc2-c2ccncc2)ccc1Cl	74	83	52	67	50	70	78	91	53
C/C(=C\N1CCCCC1)C1CCC2C3CCC4=CC(=O)CCC4(C)C3CCC12C (stereo not given)	82	103	94	92	88	101	81	94	92
COc1ccc(C2c3cccn3-c3ccccc3N2C(C)=O)cc1 (stereo not given)	98	83	100	99	97	91	88	97	122
Cc1cc(Br)ccc1-n1cc(C#N)c(N)c1C(=O)c1ccc(C#N)cc1	97	109	108	96	95	104	103	109	96
